TrxR1 substrate: rat thioredoxin reductase 1 substrate activity; purified TrxR1 substrate turnover, NADPH consumption readout; Potency, µM (series often up to 114 µM), for the others: at the top dose activity change, negative = substrate turnover; 390,000 tested, 0.01% active; further: potency means the concentration at half of the fitted maximal effect; on the % scale 0 is the no-effect control and ±100 the full control effect; nearly all actives have a fitted effect of over 50% in size
Target sequence (O89049 whole entry, looked up): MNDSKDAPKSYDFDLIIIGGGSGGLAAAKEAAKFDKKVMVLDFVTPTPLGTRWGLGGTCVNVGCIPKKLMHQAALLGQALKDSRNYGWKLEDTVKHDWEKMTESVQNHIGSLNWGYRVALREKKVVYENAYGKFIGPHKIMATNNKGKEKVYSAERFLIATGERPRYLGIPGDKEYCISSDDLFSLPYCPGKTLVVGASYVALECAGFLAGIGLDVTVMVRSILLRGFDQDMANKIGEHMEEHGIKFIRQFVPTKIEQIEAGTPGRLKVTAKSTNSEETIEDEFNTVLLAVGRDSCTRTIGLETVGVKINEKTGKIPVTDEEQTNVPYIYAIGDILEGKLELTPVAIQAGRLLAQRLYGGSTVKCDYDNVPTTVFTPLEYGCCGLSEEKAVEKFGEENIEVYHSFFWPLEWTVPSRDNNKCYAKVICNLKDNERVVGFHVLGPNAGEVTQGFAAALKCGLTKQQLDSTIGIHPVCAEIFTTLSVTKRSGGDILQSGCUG
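Rat TrxR1, dispensed at 90 nM, was prereduced with 400 uM NADPH (final) for 5 min at ~22 deg C, then incubated with compound 15 min before 400 uM selenite. A first-read NADPH fluorescence drop versus no-compound background flagged substrates.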
IDH1 R132H inh: inhibitors of human mutant IDH1 R132H; IDH1-R132H enzyme, NADPH consumption, diaphorase/resazurin fluorescence; 390,000 tested, 0.093% active; Potency, µM (titrated, usually from 76.6 µM), without a hit: top-dose activity change, negative = inhibition, actives largely listed as inhibitors; O75874; further: potency means the concentration at half of the fitted maximal effect; on the % scale 0 is the no-effect control and ±100 the full control effect; nearly all actives have a fitted effect of over 65% in size
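IDH1-R132H (0.5 ug/mL) preincubated 30 min with compound, then NADPH (0.016 mM) and alpha-KG (2 mM) added; 80 min at RT, pH 7.5. Remaining NADPH coupled via diaphorase/resazurin to fluorescence (540/590 nm); concentration-response curves normalized to no-enzyme control.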
GLS inhibitor: inhibitors of human glutaminase (GLS); GLS enzymatic activity, qHTS titration; Potency, µM (series often up to 45.5 µM), for inactives: top-dose activity change, negative = inhibition, usual class: inhibitors; 410,000 tested, 0.21% active; further: potency means the concentration at half of the fitted maximal effect; on the % scale 0 is the no-effect control and ±100 the full control effect
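Glutamate formation by hKGA was monitored fluorometrically using coupled glutamate oxidase, HRP and Amplex Red. Substrate was added as 1 mM L-glutamine solution; incubation was 30 min at RT after an initial read.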
PI4K2A inh: inhibitors of human PI4K2A; 420,000 tested, 0.13% active; purified PI4K2A, ADP-Glo luminescence, 1 h; stronger effect = lower value; Q9BTU6; activity change, negative = inhibition, % at 76.9 µM; in the data active means activity change below about -50%; inconclusive means mostly about -30% to -49%;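 further: -100% = wells without enzyme as full effect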
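PI4K2A activity was measured by ADP-Glo luminescence: enzyme (4 ug/mL stock) and phosphatidylinositol (1.2 mM stock) in Tris pH 7.5/MgCl2/EGTA/Triton X-100 buffer were reacted with ATP (300 microM stock) for one hour at ambient temperature.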
PGK inhibitor: T. brucei PGK inhibition | P07378 | PGK/GAPDH coupled, Kinase-Glo luminescence, 60 min | Potency, µM (titrated, usually from 57.5 µM), without a hit: at the highest dose activity change, negative = inhibition, most hits filed as inhibitors | 380,000 tested, 0.043% active; further: potency means the concentration at half of the fitted maximal effect; on the % scale 0 is the no-effect control and ±100 the full control effect; nearly all actives have a fitted effect of over 60% in size
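Recombinant glycosomal PGK reaction used 1,3-bisphosphoglycerate generated in-well by GAPDH (100nM final) in 100mM TEA pH 7.6, 5mM MgCl2, 0.01% Tween-20. After 60 minutes at room temperature, ATP was read by Kinase-Glo Plus luminescence end-point.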
HP1b binding inh: blocks HP1-beta chromodomain binding to methylated histone tails; AlphaScreen HP1-beta / biotin-H3K9me3 peptide binding; Potency, µM (titrated, usually from 114 µM), inactives show at the highest dose activity change, negative = inhibition, actives largely listed as inhibitors; 390,000 tested, 0.56% active; further: potency means the concentration at half of the fitted maximal effect; nearly all actives have a fitted effect of over 70% in size; inactives centre near 23
Target sequence (P83916 whole entry, looked up): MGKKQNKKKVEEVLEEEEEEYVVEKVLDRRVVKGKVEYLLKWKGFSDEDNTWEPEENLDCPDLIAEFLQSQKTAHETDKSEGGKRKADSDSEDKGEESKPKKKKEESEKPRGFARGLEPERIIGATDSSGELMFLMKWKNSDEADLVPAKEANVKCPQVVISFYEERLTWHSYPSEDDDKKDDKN
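HP1-beta protein (50 nM final) preincubated 30 min at room temperature with biotinylated H3(1-18)K9me3 peptide (50 nM) in PBS pH 7.4, 0.01% Tween-20, then compound added for 30 min. AlphaScreen streptavidin donor/nickel chelate acceptor beads (10 ug/mL final), 30 min dark, luminescence read.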
TrxR1 inh: rat TrxR1 inhibition. O89049. recombinant rTrxR1, NADPH fluorescence consumption, selenite substrate. Potency, µM (top dose mostly 114 µM), without a hit: at the top dose activity change, negative = inhibition, actives largely listed as inhibitors. 390,000 tested, 1% active; further: potency means the concentration at half of the fitted maximal effect; on the % scale 0 is the no-effect control and ±100 the full control effect; nearly all actives have a fitted effect of over 65% in size
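Rat TrxR1 (90 nM in the dispensed reagent) was pre-reduced with 400 uM NADPH for 5 min at room temperature, then incubated with compound for 15 min. After 400 uM selenite was added, NADPH fluorescence (Ex 340/Em 450 nm) was followed for 8 min.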
Pin1 inhibitor: human Pin1 inhibition; Pin1 FP peptide displacement, HiFluor488, 10 min; Potency, µM (top dose mostly 115 µM), for the others: top-dose activity, negative = inhibition, most hits filed as inhibitors; 390,000 tested, 0.009% active; active means well fitted inhibition curve with a large enough effect in the polarisation, with a control signal flat, not every such curve was filed as active; inconclusive means small, poorly fitted or top-dose-only effect, or effect the other way, or a change in a side signal; inactive means no such curve, though single readings can be large or run the other way; the % refers to the polarisation; further: potency means the concentration at half of the fitted maximal effect; on the % scale 0 is the no-effect control and ±100 the full control effect
Target sequence (Q13526 whole entry, looked up): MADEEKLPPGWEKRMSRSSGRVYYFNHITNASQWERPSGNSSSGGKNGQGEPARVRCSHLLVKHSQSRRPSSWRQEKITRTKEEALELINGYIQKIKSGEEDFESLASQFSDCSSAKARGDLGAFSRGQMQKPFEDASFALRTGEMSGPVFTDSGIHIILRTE
USP1-UAF1 inh: USP1/UAF1 (human) deubiquitinase inhibition; O94782; recombinant USP1/UAF1, Ub-Rhodamine cleavage fluorescence; Potency, µM (doses to about 57.1 µM), inactives show at the top dose activity change, negative = inhibition, hits mostly inhibitors; 390,000 tested, 0.23% active; AID 743255; further: potency means the concentration at half of the fitted maximal effect; on the % scale 0 is the no-effect control and ±100 the full control effect; nearly all actives have a fitted effect of over 60% in size; inactives centre near -12
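High-throughput fluorogenic screen: 1nM USP1/UAF1 complex, Ub-Rho substrate 150nM final, 50mM HEPES pH 7.8 with 0.5mM EDTA, 0.1 mg/ml BSA, 1mM TCEP and 0.01% Tween-20.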
Numbers without * were called inactive; i = inactive; u = inconclusive; x = not tested or not shown; & = joins results of further samples; [ ] = another dose, or the depositor's remark. Unless noted, the call rests on the fitted dose curve; in most records, active means well fitted curve in the direction sought with a large enough effect; inconclusive means small, poorly fitted or top-dose-only effect, or another doubt; inactive means no such curve, though single readings can be large; an effect the other way counts as inactive or inconclusive.

The line under a structure holds: TrxR1 substrate, IDH1 R132H inh, GLS inhibitor, PI4K2A inh, PGK inhibitor, HP1b binding inh, TrxR1 inh, Pin1 inhibitor, USP1-UAF1 inh
COc1ccc(NCc2cc(=O)oc3cc(NC(C)=O)ccc23)cc1
    12%[57.1 µM], -2%, -13%, 1, -3%, -15%, 15%[57.1 µM], -3%, -5%
CC(C)(C)CC(C)(C)NC(=S)NC1CCN(Cc2ccccc2)CC1
    1%, 2%, -9%, 2, 7%, 7%, 3%, 0%, -4%
Cc1nn(-c2ccccc2)c(Cl)c1C(=O)NNC(=O)c1ccncc1
    0%, 0%, 20%, -1, 6%, 56%[activator], 8%, 5%, -10%
CC(C)(C)c1ccc(C(=O)CSc2nc3ccccc3c(=O)[nH]2)cc1
    9%, -2%, -15%, 1, 1%, 4%, 27%, 3%, -14%
CCCCCN(C(=O)CCC(=O)OCC(=O)c1ccc(CCC)cc1)c1c(N)n(CCCC)c(=O)[nH]c1=O
    -10%, -3%, 7%, 2, 3%, 22%, -4%, 22%, -2%
O=C(OCc1ccccc1Cl)c1ccc(-c2nnn(Cc3ccccc3Cl)n2)cc1
    -2%, -8%, -11%, -1, -4%, 29%, 19%, 3%, -17%
C[C@@H]1NC(=O)c2cc([N+](=O)[O-])cc(I)c2OCC[C@@H](C(N)=O)NC(=O)[C@H](CCCCN)NC1=O
    -2%, 3%, -5%, -3, 0%, 34%, -2%, -2%, -16%
Cc1noc(C)c1S(=O)(=O)N1CCCC(C(=O)NCC2CCCO2)C1 (centres undefined)
    1%, 7%, -3%, 5, -6%, 39%, 2%, 0%, -14%
CCC(OC(=O)c1nsc(Cl)c1Cl)C(=O)NC(C)(C)C (centres undefined)
    4%, 3%, 3%, 3, -2%, 51%[activator], 30%, -1%, -3%
CC(C)CCNC(=O)C(c1ccc(O)cc1)N(Cc1ccco1)C(=O)CCC(=O)Nc1nccs1 (centres undefined)
    -2%, -1%, 10%, -2, -9%, 18%, 7%, -9%, -25%
OCCNc1nc(Nc2ccccc2O)nc(N2CCCC2)n1
    6%[57.1 µM], x, 28%, -2, 1%, 21%, 11%[57.1 µM], -5%, x
O=C(COC(=O)C1COc2ccccc2O1)Nc1ccc2c(c1)CCC2 (centres undefined)
    -11%, 1%, -12%, 6, -8%, 42%[activator], -8%, 0%, -14%
COc1cc(C#N)ccc1OCC(=O)N1CCc2ccccc2C1
    -3%, 0%, u, -2, 3%, 10%, 8%, 1%, 8%
CCOc1ccc(CCNC(=O)c2nnn(CC(=O)Nc3c(C)cc(C)cc3C)c2N)cc1OCC
    -1%, -19%, 2%, 2, -2%, 16%, 25%, 11%, -14%
O=C(NCC(=O)N1CCCC(C(F)(F)F)C1)c1ccc(Br)o1 (centres undefined)
    -4%, 1%, -3%, -3, -4%, 33%, 9%, -2%, -7%
Cc1cccc(C(=O)NCc2nnc(SCc3ccc(F)cc3)n2C)c1
    6%, 15%, 1%, -1, -3%, 22%, -6%[57.1 µM], 5%, -9%
CCOCCCNC(=O)Cc1ccc(-n2c(CC)nc3cccnc32)cc1
    8%, 3%, 1%, -4, -8%, 43%[activator], 19%, -4%, -21%
COCCNC(=S)N/N=C(\C)c1cc2ccccc2o1
    -23%, 6%, 22%, 5, i, -16%, -25%, -3%, -8%
CC1(C)NC(=O)N(CCCCSc2ccc(Cl)cc2)C1=O
    -2%, -1%, 3%, -2, -1%, 20%, 5%, u, -11%
Cc1ccc(N2C(=O)CC(Nc3ccccc3)C2=O)cc1 (centres undefined)
    14%, 3%, 19%, 2, x, 17%, 20%, -5%, -14%

Looked up above.
`CC(C)(C)CC(C)(C)NC(=S)NC1CCN(Cc2ccccc2)CC1` @ TrxR1 substrate = 1%
`CCCCCN(C(=O)CCC(=O)OCC(=O)c1ccc(CCC)cc1)c1c(N)n(CCCC)c(=O)[nH]c1=O` @ GLS inhibitor = 7%

Additional compounds follow:
The line under a structure holds: TrxR1 substrate, IDH1 R132H inh, GLS inhibitor, PI4K2A inh, PGK inhibitor, HP1b binding inh, TrxR1 inh, Pin1 inhibitor, USP1-UAF1 inh
COc1ccc(CN2C(=O)c3ccccc3C2C(=O)NCCc2ccccc2)c(OC)c1 (centres undefined)
    -3%&-2%, -2%&-4%, 0%&2%, 5&-2, 4%&-6%, 1%&23%, 2%&8%, 1%&0%, 2%&-7%
Cc1cccc(/C=N/NC(=O)c2ccccc2OCc2cccc(Br)c2)n1
    -1%[57.1 µM], 2%, u, -2, i, -13%, 2%[57.1 µM], -10%, -23%
CSc1ccccc1NC(=O)COC(=O)c1c[nH]c(=O)[nH]c1=O
    1%, -14%, 0%, -3, -9%, 32%, 26%, -6%, -6%
Cc1ccnc(NC(=O)c2cccc(S(=O)(=O)N3CCCC3)c2)c1
    -16%, 0%, 3%, -10, -5%, 35%, -25%, -1%, -2%
CCOc1ccc(NC(=O)c2ccc3[nH]c(C)cc(=O)c3c2)cc1
    -5%, -11%, 1%, -1, -2%, 7%, 7%, 1%, 9%
O=[N+]([O-])c1ccc(Cl)c(S(=O)(=O)NCC2CCCO2)c1 (centres undefined)
    2%[57.1 µM], 4%, -6%, 5, 11%, 28%, 7%[57.1 µM], -4%, -9%
CCOc1ccc(NC(=O)CSc2oc(-c3cccs3)nc2S(=O)(=O)c2ccc(C)cc2)cc1
    -2%, 4%, 1%, -4, -10%, 50%[activator], 4%, 9%, u
Cc1cc(NC(=O)CCC(=O)N(c2ccccc2)C(C(=O)NC2CCCC2)c2ccccc2C)no1 (centres undefined)
    0%, 37µM*, 10%, -1, -2%, 8%, 18%, 0%, -14%
Cc1cc(Nc2ccc(N3CCOCC3)cc2)c2cccc(C)c2n1
    0%[57.1 µM], 13%, u, -2, -3%, -1%, 10%[57.1 µM], 6%, 1%
CN(C)c1ccc(/C=C2\N=C(C(C)(C)C)OC2=O)cc1
    1%, 2%, 25%, 1, -6%, 32%, 20%, u, -22%
Nc1nc2c(C(=O)N3CCOCC3)nnn2c2ccccc12
    40%[activator][11.4 µM], -4%, 2%, 8, 3%, 6%, 39%[57.1 µM], 1%, -14%
S=c1[nH]nc(-c2ccco2)n1-c1ccc(Br)cc1
    4%[57.1 µM], 0%, -1%, 4, -8%, u, -18%[57.1 µM], -1%, -6%
Cc1ccc(C(=O)NCC(=O)OCc2nnc(-c3ccccc3)o2)cc1
    -6%, 1%, 18%, 1, 6%, 34%, -7%, 1%, -17%
CCOC(=O)c1cccc(NS(=O)(=O)c2cnc[nH]2)c1
    5%, 4%, 1%, -3, -3%, 30%[activator], 6%, -1%, -5%
COc1ccc(CCNC(=O)CSc2nnc3ccc(-c4ccccn4)nn23)cc1
    -5%, 4%, 4%, -2, 3%, 30%, -6%, 0%, -25%
C=CCn1c(SCC(=O)NCC(c2ccccc2)N(C)C)nc2sc3c(c2c1=O)CCC3 (centres undefined)
    -1%, 18%, -1%, -12, -1%, 20%, -1%, 0%, -17%
COc1ccccc1CCC(=O)N1CCN(S(=O)(=O)c2cccc(F)c2)CC1
    -1%, 2%, 5%, -2, 5%, 26%, 6%, -2%, -13%
CCOC(=O)COn1c(=O)c(-c2ccccc2)[n+]([O-])c2ccccc21
    5%, 0%, -8%, 2, -2%, -17%, 11%, -3%, -12%
COc1ccccc1NC(=S)NCCSc1ccc(Cl)cc1
    -5%, 1%, -6%, -2, i, 36%, -2%, 0%, -13%
CCCCn1c(=O)n(C)c(=O)c2c3c(sc21)COC(C)(C)C3
    0%[57.1 µM], 12%, -6%, 0, i, 34%, 9%[57.1 µM], 0%, -21%

The list goes on:
The line under a structure holds: TrxR1 substrate, IDH1 R132H inh, GLS inhibitor, PI4K2A inh, PGK inhibitor, HP1b binding inh, TrxR1 inh, Pin1 inhibitor, USP1-UAF1 inh
CCOC(=O)C(NC(C)=O)C(OC(C)=O)c1cccc(N(CCO)CCO)c1 (centres undefined)
    1%[57.1 µM], 0%, 33%[activator], -5, -2%, 14%, 2%[57.1 µM], 0%, 0%
COc1cc(S(=O)(=O)NCc2ccccc2)ccc1F
    0%[57.1 µM], 3%, 0%, -10, -4%, 12%, -10%[57.1 µM], 2%, 2%
CCCc1ccc2oc(C(=O)NCCc3nc(C(=O)OCC)cs3)c(C)c2c1
    -3%, 2%, -1%, 2, i, 50%[activator], 5%, -9%, -22%
CCOC(=O)c1cccc(NC(=O)CC2C(=O)N(c3ccc(C)cc3)C(=O)N2Cc2cccc(OC)c2)c1 (centres undefined)
    -23%, 32%, -11%, -1, 12%, 19%, -20%, 6%, 0%
COc1ccc(NS(=O)(=O)c2cc(NC(=O)c3nn(C)c(=O)c4ccccc34)ccc2OC)cc1
    0%, 18%, 7%, -17, -6%, 34%, 18%, 37%[activator], -23%
CCOc1cc(O)c(-c2[nH]ncc2-c2nc(C)cs2)cc1CC
    -9%, 19%, 3%, 1, 1%, 16%, 8%, 16%, -13%

Screens from PubChem BioAssay.

An excerpt (hit frequency here may not be typical).
